MT1-MMP act inh: blocks activation of human MT1-MMP | P50281 | HT1080 RFP-PRO-GFP cells, GFP/RFP ratio fluorescence, overnight; percent of plate control window, DMSO zero | GFP/RFP ratio change, % at 20 µM | 0.061% of 360,000 active;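 active = GFP/RFP ratio change of at least 30% with cell ATP level not reduced by more than half and red fluorescence within 50% of control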; note: strong numbers were not always called active
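Assay system: RFP-PRO-GFP reporter HT1080 cells; read-out basis: GFP/RFP fluorescence ratio; benchmarks: DMSO wells and RFP-L50D-GFP cells; doses: 20 µM single dose, 1% DMSO; schedule: overnight cell settling, then overnight compound exposure, 37 °C, 5% CO2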
NRP1-CendR mod: alters CendR peptide binding to human NRP-1; 0.85% of 360,000 active; O14786; inhibition, % at 25 µM; FAM-RPARPAR peptide binding to NRP-1, fluorescence polarization;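 active = inhibition or corrected inhibition above about 18%, plus a signal ratio from 0.5 to 1.5, limit read from the data, passing the limit was not always enough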; note: strong numbers were not always called active
TbMetRS inhib: Trypanosoma brucei MetRS inhibition; purified T. brucei MetRS, ATP depletion, Kinase-Glo luminescence; inhibition, % at 11.9 µM; 0.4% of 360,000 active; AID 624268;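 active = inhibition above a per-plate cutoff of the control wells' mean inhibition plus 3 SD, cut at about 5.5% in these data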;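 note: 0% = DMSO wells median and 100% = median of wells with control inhibitor compound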
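System: purified T. brucei MetRS enzyme / Detection: Kinase-Glo luciferase luminescence reporting remaining unconsumed ATP / Medium: HEPES buffer with MgCl2, KCl, DTT, spermine, BSA, pyrophosphatase / Replication: singlicate, one well per compound / Evaluation: percent inhibition relative to median high and low control wells / Schedule: 2 h aminoacylation at 25 °C after 15 min preincubation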
MsrA act: activators of bovine methionine sulfoxide reductase A; AID 602163; purified bovine MsrA, absorbance read-out; activation, % at 10.6 µM; 0.3% of 360,000 active; in the data active = activation above about 7.5%;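 note: 0% = vehicle and 100% = reference activator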
E coli Lon inh: E. coli protease La inhibition | 0.42% of 360,000 active | P0A9M0 | purified E. coli Lon protease, fluorescence polarization | inhibition, % at 7.94 µM; in the data active = inhibition above about 13%, passing the limit was not always enough;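 note: 0% = enzyme with probe and DMSO and 100% = no enzyme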
FAS-TE inh: FAS thioesterase (human) inhibition; P49327; recombinant FAS-TE, OMFH fluorogenic substrate, fluorescence endpoint; inhibition, % at 15 µM; 0.67% of 360,000 active;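 active = compounds whose normalised, plate-corrected inhibition of enzyme fluorescence in the single-dose primary screen is 50% or more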;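 note: 0% = DMSO with enzyme and 100% = substrate without enzyme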
PABP1 MLLE inh: inhibitors of microRNA-mediated deadenylation, human PABP1 MLLE binding; inhibition, % at 20 µM; AID 588489; P11940; GST-MLLE / FITC-PAM2 fluorescence polarization; 0.36% of 360,000 active; in the data active = inhibition above about 35%, passing the limit was not always enough;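 note: plate controls were DMSO wells with GST-MLLE for no effect and wells lacking GST-MLLE protein for full effect; some results filed as inactive read as strong as hits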
Target sequence (P11940 whole entry, looked up): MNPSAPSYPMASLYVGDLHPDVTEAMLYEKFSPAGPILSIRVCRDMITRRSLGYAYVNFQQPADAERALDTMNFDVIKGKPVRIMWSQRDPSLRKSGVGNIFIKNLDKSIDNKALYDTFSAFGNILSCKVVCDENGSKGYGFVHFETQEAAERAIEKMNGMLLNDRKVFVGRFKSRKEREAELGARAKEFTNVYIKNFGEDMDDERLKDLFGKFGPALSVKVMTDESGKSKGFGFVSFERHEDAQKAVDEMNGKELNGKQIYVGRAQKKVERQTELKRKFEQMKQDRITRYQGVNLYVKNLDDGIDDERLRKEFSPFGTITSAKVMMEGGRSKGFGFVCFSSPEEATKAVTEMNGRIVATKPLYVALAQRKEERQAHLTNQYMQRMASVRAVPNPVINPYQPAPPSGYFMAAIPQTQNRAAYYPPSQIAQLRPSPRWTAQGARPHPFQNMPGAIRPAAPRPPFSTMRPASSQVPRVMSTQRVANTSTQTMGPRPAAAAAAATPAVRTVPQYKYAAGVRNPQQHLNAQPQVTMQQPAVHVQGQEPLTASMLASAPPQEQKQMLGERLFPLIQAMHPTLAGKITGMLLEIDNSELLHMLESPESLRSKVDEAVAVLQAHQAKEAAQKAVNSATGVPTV
SKN-1 inh: blocks SKN-1 activity in C. elegans; C. elegans VP596 Pgst-4::GFP/RFP ratio, acrylamide-induced, 24 h; inhibition, % at 21.8 µM; 0.49% of 360,000 active;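 active = interference check ratio from 0.5 to 1.5 plus GFP to RFP signal ratio inhibition reaching or exceeding a fixed threshold, cut at about 30% in these data, passing the limit was not always enough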; note: some compounds called inactive have numbers as strong as hits
MsrA inh: bovine MsrA inhibition | purified bovine MsrA, absorbance read-out | 0.75% of 360,000 active | AID 651718 | inhibition, % at 15.5 µM; in the data active = inhibition above about 4.5%;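 note: 0% = vehicle wells with enzyme and 100% = reference inhibitor wells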
Numbers without * were called inactive; . = not tested or not shown.

Molecule,MT1-MMP act inh,NRP1-CendR mod,TbMetRS inhib,MsrA act,E coli Lon inh,FAS-TE inh,PABP1 MLLE inh,SKN-1 inh,MsrA inh
O=C(c1ccc(Cl)cc1Cl)N1CCN(c2ccc(N3CCOCC3)nn2)CC1,-1,-4,-0.3,-2,1,0,4,0,-0.2
CCC1C(=O)N=C(SCC(=O)Nc2cccc3ccccc23)NC1=O (stereo unspecified),3,-8,-0.3,0,4,-7,23,5,-1.7
COc1ccccc1NC(=O)Nc1cc(C(C)C)ccc1C,2,6,-0.3,-3,5,-8,-9,11,-1.1
Cc1ccc(S(=O)(=O)N2CCN(C(=O)CCc3c[nH]c4ccccc34)CC2)cc1,2,9,-0.3,1,-4,-2,5,0,0.2
CC(Sc1ccc2c(c1)OCCO2)C(=O)Nc1ccc2c(c1)OCO2 (stereo unspecified),-4,5,0.3,1,2,2,22,-23,1.5
Cc1cc(C)nc(SC2=CS(=O)(=O)c3ccccc32)n1,-6,-1,-0.9,1,2,-2,6,-8,-0.7
O=C(NCc1cccs1)c1cnc2ccccn2c1=O,6,-6,-0.5,-5,1,5,-6,2,.
CN(Cc1cc2cc(F)ccc2[nH]1)Cc1nc(-c2cnccn2)no1,3,-9,-0.3,-2,-1,-3,9,-1,-0.1
Cc1ccc(C(=O)NCc2ccc3c(c2)OCO3)cc1C,3,13,-0.9,-3,-2,3,-9,8,0.1
CC(C)[C@@H](C(=O)N[C@@H](Cc1ccccc1)C(=O)O)N1C(=O)N2CCc3c([nH]c4ccccc34)[C@@]2(C)C1=O,4,-13,0.1,-2,-11,0,4,0,0.1
CC(C)(C)c1csc(SCC(=O)Nc2ccc(Cl)cn2)n1,-2,6,0.0,-2,-1,18,4,-4,0.2
COc1ccc(C2C(C(=O)N3CCN(c4ccccc4)CC3)c3ccccc3C(=O)N2C)cc1OC (stereo unspecified),4,6,0.9,4,-9,-4,3,-9,2.2
CCc1ccccc1Nc1nc(N)nc(COC(=O)c2c(C)noc2C)n1,0,-3,-0.2,-7,12,-7,2,-14,0.6
COc1ccc(NS(=O)(=O)c2cccc(N3CC(O)=C(c4ccccc4)C3=N)c2)cc1,0,2,-0.7,-2,0,-6,-1,-12,0.5
Cc1cc(OCC(=O)Nc2ccc(CN3CCCCC3)cc2)ccc1Cl,1,3,-0.1,0,-3,3,2,4,-1.6
CCOC(=O)N1CCN(C(=O)CCn2nc(-c3ccc(Cl)cc3)ccc2=O)CC1,1,4,0.7,1,5,6,-1,-9,0.7
COc1ccccc1NC(=S)N1C2CCC1CC(NC(=O)NC13CC4CC(CC(C4)C1)C3)C2 (stereo unspecified),7,-4,-0.4,-1,-8,0,-70,10,-0.4
Cc1ccccc1S(=O)(=O)Nc1cccnc1,-9,7,0.2,0,3,-5,0,18,0.4
COCCn1c(SCC(=O)N2CCC(C)CC2)nc2c(c1=O)SCC2,1,1,-0.3,-1,-9,-4,-11,5,3.0
CC(C)c1ccccc1-n1cc[nH]c1=S,1,-1,-0.1,-5,0,-7,-11,-4,-1.6
O=C(C1=C[C@H](c2ccccc2)C[C@H](OCc2ccc(CO)cc2)O1)N1CCN(Cc2ccc3c(c2)OCO3)CC1,2,8,-0.2,1,-6,20,-14,8,-0.1
CC(C)Oc1ccc(S(=O)(=O)N2CCOCC2)cc1NC(=O)C1=NN(c2ccccc2)C(=O)CC1,2,-2,0.1,0,9,28,13,6,2.9
COc1ccc(C2CC(=O)N(CC(=O)NCC3CCCO3)c3ccccc3S2)cc1 (stereo unspecified),-3,0,-0.8,-6,2,-11,3,-11,0.3
COc1ccc(CC(N)c2csc(NC(=O)Nc3ccc(OC)cc3)n2)cc1 (stereo unspecified),-2,19,0.0,0,1,-13,-6,-6,-0.7
CCN(CC(=O)NCc1ccc(F)cc1)Cc1nc2cc(Cl)ccc2c(=O)[nH]1,-7,6,-0.6,-6,6,-4,-5,65*,0.4
COc1ccc(-c2cc(C(=O)Nc3ccc(C)c(N)c3)c3ccccc3n2)cc1,2,-2,-0.5,-7,0,19,6,14,0.8
CC(c1ccccc1)n1c(N2CCNCC2)nc2c1c(=O)[nH]c(=O)n2C (stereo unspecified),-6,-30,-0.8,-6,10,-5,1,27,-0.8
Cn1c(/C(C#N)=C(\O)CN2CCN(Cc3ccccc3)CC2)nc2ccccc21,2,5,-0.3,-2,3,0,10,-1,1.9
O=C(c1ccc(Cl)cc1)N1CCCC(C(=O)N2CCN(c3ccccc3)CC2)C1 (stereo unspecified),3,5,0.0,-1,6,2,-10,-7,-0.6
COc1cc(OC)cc(C(=O)N[C@H](C(=O)OCC(=O)Nc2ccc(C)cc2C)C(C)C)c1,-1,-5,1.0,-3,5,4,13,-6,-0.6

Reformatted field by field: part of the list above
molecule: O=C(C1=C[C@H](c2ccccc2)C[C@H](OCc2ccc(CO)cc2)O1)N1CCN(Cc2ccc3c(c2)OCO3)CC1
  MT1-MMP act inh = 2
  NRP1-CendR mod = 8
  TbMetRS inhib = -0.2
  MsrA act = 1
  E coli Lon inh = -6
  FAS-TE inh = 20
  PABP1 MLLE inh = -14
  SKN-1 inh = 8
  MsrA inh = -0.1

molecule: COc1ccc(-c2cc(C(=O)Nc3ccc(C)c(N)c3)c3ccccc3n2)cc1
  MT1-MMP act inh = 2
  NRP1-CendR mod = -2
  TbMetRS inhib = -0.5
  MsrA act = -7
  E coli Lon inh = 0
  FAS-TE inh = 19
  PABP1 MLLE inh = 6
  SKN-1 inh = 14
  MsrA inh = 0.8

molecule: CC(C)c1ccccc1-n1cc[nH]c1=S
  MT1-MMP act inh = 1
  NRP1-CendR mod = -1
  TbMetRS inhib = -0.1
  MsrA act = -5
  E coli Lon inh = 0
  FAS-TE inh = -7
  PABP1 MLLE inh = -11
  SKN-1 inh = -4
  MsrA inh = -1.6

Other records
Molecule,MT1-MMP act inh,NRP1-CendR mod,TbMetRS inhib,MsrA act,E coli Lon inh,FAS-TE inh,PABP1 MLLE inh,SKN-1 inh,MsrA inh
c1ccc(CNc2nc(NCc3cccs3)nc3ccsc23)cc1,-3,11,0.1,-4,14,9,-2,14,-0.4
COc1ccc(S(=O)(=O)Nc2nc3c(s2)CCCC3)cc1,.,-13,-1.5,-15,-1,-7,11,-13,1.3
COc1ccccc1N(CC(=O)NCC1CCCO1)C(=O)CNS(=O)(=O)c1ccc(C)cc1 (stereo unspecified),3,-1,-0.3,0,5,-9,-1,5,0.6
CCOc1ccccc1C(=O)Nc1cccc2ccccc12,-5,-6,-0.4,-4,-4,16,-4,21,0.7
Cn1c(=O)c2c(nc3sccn32)n(C)c1=O,-3,6,-0.3,-1,6,2,6,12,1.8
Cc1nn(-c2ccccc2)c(Cl)c1C(=O)NCC(C)C,1,-4,-0.6,-6,3,-4,-11,-7,-0.9
CC1C(=O)N2CCCc3cc(NS(=O)(=O)c4ccc(F)cc4)cc1c32 (stereo unspecified),3,3,0.0,-2,-3,-5,11,8,-1.0
O=C(O)C1Cc2c([nH]c3ccccc23)C(c2ccc3c(c2)OCO3)N1 (stereo unspecified),-38,-13,-0.6,-7,-1,-6,34,10,0.5
O=C(CN1C(=O)S/C(=C\C=C\c2ccccc2)C1=O)N1CCOCC1,6,10,-0.9,-6,-4,-3,7,-4,-0.6
CNC(=O)N(O)C1N(c2ccccc2)C(=S)SC1(C)C (stereo unspecified),-4,0,-1.0,-11,-1,-5,1,-7,-0.5
COCCCN1C(=O)C(CC(=O)NCC2CCCCC2)CC(C(=O)N(C)C)=C1C (stereo unspecified),0,0,-0.2,-4,-8,-8,1,3,0.7
Cc1ccc([C@H]2N[C@]3(CCCN(Cc4ccc(Br)cc4)C3=O)[C@H]3C(=O)N(C)C(=O)[C@@H]23)cc1,0,-13,-1.0,-1,9,-6,14,13,0.2
COC(=O)COc1ccc2cc(-c3ccccc3)c(=O)oc2c1,-6,11,-0.1,-4,-6,4,-8,10,3.0
O=C(Cn1nnc(-c2ccccc2Cl)n1)N/N=C/c1ccc(-c2cccc(Cl)c2)o1,1,8,-0.8,-3,-6,-3,-1,-5,0.7
COc1ccc(NC(=O)c2cc(S(=O)(=O)N3CCCCC3)c[nH]2)cc1Cl,-1,-2,0.4,1,7,-3,-7,15,1.2
COc1ccc(OC)c(C2=NS(=O)(=O)N(C)C(C(=O)NCc3cccs3)=C2)c1,2,-5,-0.3,-5,-1,10,-4,17,1.6
CCCCc1c(C)nc2ccc(OC)cc2c1SCCC(=O)O,-2,0,-0.9,-2,5,-1,9,-4,0.8
COc1ccc(NC(=O)C2(C)CCN2Cc2cccc(OC)c2OC)cc1OC (stereo unspecified),5,5,0.1,-5,7,-2,-7,22,-0.7
COc1ccc(CONc2ncnc3nonc23)cc1[N+](=O)[O-],0,7,0.1,-3,1,5,-4,-1,0.6
COC(C[C@@H]1O[C@@H]1[C@@H](O)[C@@H](C)OCc1ccccc1)OC,1,14,-0.2,-2,-10,1,5,13,0.5
CC1CC2(CCCCC2)Nc2c1ccc1ccccc21 (stereo unspecified),-29,1,-1.1,-4,-14,20,2,-9,-0.1
OCCNc1nc(Nc2ccccc2Cl)nc(N2CCCC2)n1,3,14,-0.2,1,-4,-5,4,7,-0.6
COCCNC(=O)C1Nc2ccc(C(F)(F)F)cc2C2C=CCC12 (stereo unspecified),3,2,-0.1,-2,-2,-4,-1,10,-0.5
O=C(c1cc(-c2ccccc2O)on1)N1CCOCC1,-1,4,0.7,-3,-2,-4,4,-4,0.8
CC(C)(C)c1cc(OC(=O)C2CCCC2)ccc1O,4,4,-1.1,-1,-2,18,-2,16,-0.5
NC(=O)COC(=O)c1cc(=O)[nH]c2ccc(S(=O)(=O)Nc3ccc(F)cc3)cc12,2,-2,0.8,-3,-8,-5,13,21,-0.5
O=C(CN1CCN(c2ccccc2O)CC1)Nc1cc(S(=O)(=O)N2CCCC2)ccc1Cl,1,15,-0.4,-5,2,14,1,-9,1.9
CCc1ccc[n+](-c2[nH]c(=O)sc2/C=N/N=C(\N)[O-])c1,1,3,-0.5,-2,-1,-6,-8,5,0.1
COc1cccc(NC(=O)CCC(=O)Nc2cccc(OC)c2)c1,-2,7,-0.1,-4,2,-6,16,-2,-0.2
O=C(O)CC/C(=N/NC(=O)CNC(=O)C(c1ccccc1)c1ccccc1)c1ccccc1,0,-8,-0.8,-7,9,-4,-6,-3,-1.1

(continued)
Molecule,MT1-MMP act inh,NRP1-CendR mod,TbMetRS inhib,MsrA act,E coli Lon inh,FAS-TE inh,PABP1 MLLE inh,SKN-1 inh,MsrA inh
CCc1c(C)sc(NC(=O)c2ccc(Br)o2)c1C(=O)OC,-3,-3,-0.3,-1,-4,27,2,19,0.7
COc1ccc2[nH]c(O)c(N=NC(=N)N)c2c1,-4,-6,-0.5,-4,-1,-13,6,11,3.0
O=C(COc1ccccc1Cl)NCCCNC(=O)c1ccncc1,-1,4,-0.3,-1,-7,-4,-19,3,-0.1
COCCn1c(SCC(=O)Nc2ncc(Cl)c(C)c2Cl)nc2ccccc21,5,3,-0.3,0,-2,4,0,-14,0.3
S=c1[nH]nc2n1CCCN2,2,4,-0.3,-6,10,-8,21,-14,-0.2
CCOc1ccc(C(=O)NCC(=O)OCC(=O)Nc2ccc(C)c(S(=O)(=O)N(C)C)c2)cc1,-3,-6,-1.7,-11,6,-10,0,-20,0.9
COC(=O)c1sccc1NC(=O)C1CC(C)=C(C)CC1C(=O)O (stereo unspecified),-2,0,0.8,2,-13,-3,-3,15,-0.2
O=C(CN1C(=O)c2ccccc2S1(=O)=O)NCc1cccnc1,3,9,-1.8,-10,4,-7,6,-6,0.4
Cc1c(Cl)cccc1NC(=O)Cc1cccs1,-2,-4,1.5,-2,-2,0,7,15,0.9
